EBI2 block: EBI2 receptor antagonists, beta-arrestin recruitment, primary screen, cell-based, luminescence, 7a,25-OHC stimulation, uHTS; G-protein coupled receptor 183 (Homo sapiens), P32249; 7a,25-OHC stimulated; inhibition, % at 5 µM; 360,000 compounds, 0.81% hits; in the data active = inhibition above about 38%;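 note: enzyme fragment complementation signal reports receptor beta-arrestin coupling in cells; 0% = agonist plus DMSO wells and 100% = wells without agonist; some results beyond the cut were filed as inactive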
Target sequence (P32249 whole entry, looked up, the tested form may be a part): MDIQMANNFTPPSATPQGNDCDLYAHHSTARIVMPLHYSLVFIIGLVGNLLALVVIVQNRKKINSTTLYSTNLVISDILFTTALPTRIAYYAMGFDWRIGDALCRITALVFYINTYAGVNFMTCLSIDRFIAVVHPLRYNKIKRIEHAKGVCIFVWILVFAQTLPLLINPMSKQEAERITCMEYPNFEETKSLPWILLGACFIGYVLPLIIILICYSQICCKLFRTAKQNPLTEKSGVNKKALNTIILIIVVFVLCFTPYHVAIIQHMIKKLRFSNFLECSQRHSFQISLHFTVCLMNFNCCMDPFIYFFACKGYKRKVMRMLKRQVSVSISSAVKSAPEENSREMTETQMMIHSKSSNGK
* = called active by the depositor. Only part of the results is shown, so the mix of outcomes need not match the whole.

SMILES	EBI2 block
CCN(CC)C(=O)c1[nH]cnc1C(=O)Nc1ccccc1F	0
CCCS(=O)(=O)NC(=O)C1(C)CCCN(C(=O)Cc2ccc3ccccc3c2)C1 (stereo unspecified)	-3
COc1cccc(S(=O)(=O)Nc2ccc(C(O)(C(F)(F)F)C(F)(F)F)cc2)c1	12
O=C(Nc1ccc(F)cc1)C(c1cc2ccccc2o1)N1CCN(c2cccc(C(F)(F)F)n2)CC1 (stereo unspecified)	19
COc1ccccc1NC(=O)Nc1nnc([C@@H]2C[C@H](O)[C@@H](CO)O2)s1	-9
CS(=O)(=O)Nc1ccc(-c2cncc3nccn23)cc1	-3
C[C@@H]1CN([C@H](C)CO)C(=O)CCCn2nncc2CO[C@H]1CN(C)Cc1cccc(C(F)(F)F)c1	-4
COCCNC(=O)C1CCCN(C(=O)COCc2ccccc2)CC1 (stereo unspecified)	1
c1ccc(CN2CCC3CC2c2c3cccc2N2CCOCC2)cc1 (stereo unspecified)	-7
CCCCNC(=O)C[C@@H]1C[C@@]2(C(=O)OCC)CCC=C2N(Cc2ccc(Cl)cc2Cl)C1=O	7
O=C(CSc1ccccc1F)NC(=O)NC1CCCC1	-9
COc1ccc(CN2C[C@@H](CO)O[C@@H](n3cnc4c(N5CCN(C)CC5)ncnc43)C2)cc1	-10
CCOC(=O)C1CCCN(C(=O)c2ccncc2)CC1 (stereo unspecified)	-11
COc1ccc(-c2csc(C(C)(O)c3cccc(F)c3)n2)cc1 (stereo unspecified)	11
COc1cccc(S(=O)(=O)N(C)C[C@@H]2OCc3cnnn3CCCC(=O)N([C@@H](C)CO)C[C@@H]2C)c1	-5
CN(C)CCCNc1nc2cc(-c3ccc(F)cc3)sc2c(=O)n1C	-6
Cc1cc(C)cc(Cn2cc(CN3CC(N4CCCCC4)CS3(=O)=O)nn2)c1 (stereo unspecified)	-12
CC(C)C(=O)N1CCC1(C)C(=O)Nc1cc(-c2ccccc2)nn1C (stereo unspecified)	6
CCCS(=O)(=O)NC(=O)C1(C)CCCN(C(=O)c2cccc3ccccc23)C1 (stereo unspecified)	7
COc1cccc(CNC(=O)C2CCN(S(=O)(=O)c3ccc4c(c3)C(C)(C)C(=O)N4C)CC2)c1	8
NC1=CC(=O)C(=O)c2cccnc21	-21
Cc1cc(N2CCN(C(c3ccnc4ccccc34)c3nnnn3-c3c(C)cccc3C)CC2)c2ccccc2n1 (stereo unspecified)	23
O=C(NCc1ccncc1)[C@@H]1CCCN1C(=O)[C@H]1CCCN1C(=O)c1cccc(Cl)c1	-3
COc1ccc(-c2ccc(CN3C(C)C(=O)N(Cc4cn(CCC5OCCO5)nn4)CCS3(=O)=O)cc2)cn1 (stereo unspecified)	-4
CCCCC(=O)N(C)c1c(C)nc2ccc(C(=O)N3CCCCC3)cn12	-6
Following part.
SMILES	EBI2 block
COc1ccc(-c2nc3cc(C)c(Br)c(C)n3c2Cc2cccc(F)c2)cc1OC	19
O=c1[nH]c2cc([N+](=O)[O-])ccc2c2cc(Br)ccc12	-22
OC[C@@H]1CN(Cc2ccccc2)C[C@H](n2cnc3c(NCc4ccncc4)ncnc32)O1	-1
COc1cccc(CNC(=O)COC(=O)c2ccc(N3CCCC3=O)cc2)c1	-4
COc1cc(NC(=O)C2CCN(S(=O)(=O)c3cccs3)CC2)c(C(=O)O)cc1OC	-2
CN(CC(=O)NCC1CCCO1)S(=O)(=O)c1ccc2ccccc2c1 (stereo unspecified)	-11
O=C(COC(=O)/C=C/c1cccc(Br)c1)Nc1ccc(Cl)cn1	2
Cc1ccsc1C(=O)N1CCC1(C)C(=O)NS(=O)(=O)c1ccccc1C(F)(F)F (stereo unspecified)	-2
Cc1c(NC(=O)c2cc3ccccc3o2)cccc1-n1cnnn1	1
CCc1ccc([C@H]2[C@@H]3C(=O)C[C@@H]4C(=O)N(Cc5ccccc5)C(=O)[C@@H]4[C@@H]3CN2S(=O)(=O)c2ccc(C)cc2)cc1	-1
CC(=O)NC(c1ccccc1)c1nc(-c2ccccc2C)cs1 (stereo unspecified)	10
COc1ccccc1S(=O)(=O)N(C)C[C@@H]1OCc2cnnn2CCCC(=O)N([C@@H](C)CO)C[C@H]1C	5
COCCNC(=O)C1(C)CCN(C(=O)c2cc(-c3ccccc3)cs2)C1 (stereo unspecified)	35
CCOC(=O)CC1(C)N(S(=O)(=O)c2ccc(C)cc2)c2ccccc2N1S(=O)(=O)c1ccc(C)cc1	4
NC(Cc1ccc(Cl)cc1)c1csc(Nc2ccc(C(=O)NCCCO)cn2)n1 (stereo unspecified)	-1
O=C(COc1ccc2ccc(=O)oc2c1)NCCN1CCOCC1	-1
O=C(c1ccccc1F)N1CCCC(N2CCN(Cc3ccc4c(c3)OCO4)CC2)C1 (stereo unspecified)	-11
Cc1ccc(-c2nc3ccc(Br)cn3c2CC(C)(C)C)cc1	-6
CCOC(=O)[C@]12CCCC=C1N(CCC1=CCCCC1)C(=O)[C@H](CC(=O)N1CCCC1)C2	5
CCCCOc1ccc(S(=O)(=O)NC(=O)C2(C)CCN2C(=O)c2c(C)noc2C)cc1 (stereo unspecified)	-16
Cc1cc2nc(C3CCCCC3)c(Cc3ccccc3)n2c(C)c1Br	-5
CCc1nc2ccc(C(=O)NCCC(C)C)cn2c1N(CCN(C)C)CC1CC1	-5
COC(=O)CC1C(=O)NCCN1C(=O)c1oc2c(C)c(C)ccc2c1C (stereo unspecified)	-17
Cc1ccc(OCC(=O)Nc2ccc(S(=O)(=O)NC3=NCCCCC3)cc2)cc1	-15
CCOCCCn1c(SCC(=O)NC2CCCCC2)nc2ccccc2c1=O	5
Remaining list, next part:
SMILES	EBI2 block
COc1ccc(OC2(C)CCN(Cc3ccc(-c4ccccc4)o3)C2)cc1 (stereo unspecified)	1
CCC(C)CN1C(=O)CSCC1(C)C(=O)NC(C)C (stereo unspecified)	-8
CCc1nc2c(OCc3cc(Cl)cc(Cl)c3)cccn2c1N(C=O)Cc1ccc(OC)cc1	19
CC(C)c1ccc(NC(=O)C2(C)Cc3c(-c4ccc(C(N)=O)cc4)ccnc3O2)cc1 (stereo unspecified)	9
COC(=O)c1cccc(OCCCN2CCC(C(O)(c3ccccc3)c3ccccc3)CC2)c1	-7
COc1c2c(c(OC)c3ccccc13)[C@]1(OC2)O[C@H](CCO)C[C@H](O)[C@H]1O	-10
Clc1cccc(Cc2c(C3CCCCC3)nc3ccc(Cl)cn23)c1	21
Cc1ccc(S(=O)(=O)N2C[C@H]3C(=O)C[C@@H](c4ccccc4)N(S(=O)(=O)c4ccc(C)cc4)[C@H]3C[C@H]2c2ccccc2F)cc1	6
COc1ccc(/C=C/C(=O)c2c(O)cc(OC)cc2OC)cc1	25
Cc1ccc(Cc2c(-c3ccc(C)cc3)nc3c(C)cc(Br)cn23)cc1	35
COc1ccc([C@H]2C[C@H](n3cc(-c4ccc(F)cc4)nn3)[C@@H](O)CN2CC2CCCCC2)cc1	23
CC(=O)Nc1cc(-c2ccc(N3CCN(C)CC3)cc2)cn2c(-c3ccccc3)cnc12	14
CCCS(=O)(=O)NC(=O)C1(C)CCN(C(=O)c2ccc(F)c(Cl)c2)C1 (stereo unspecified)	2
O=C(NCc1ccccc1)C1C(c2ccc3c(c2)OCO3)=Nc2ccccc2N1C(=O)c1cccc2ccccc12 (stereo unspecified)	14
COc1ccccc1-c1cnc(C(O)c2ccc(SC)cc2)[nH]1 (stereo unspecified)	-11
O=C1NC[C@H](CCCCN2C[C@H](Cc3ccc(O)cc3)N(CCc3ccccc3)C(=O)C2=O)N(CCC2CCCCC2)C1=O	-9
COc1ccc(S(=O)(=O)Nc2ccc3c(c2)C(=O)N([C@H](C)CO)C[C@H](C)[C@@H](CN(C)C(=O)Nc2ccc(F)cc2)OCCCC[C@H](C)O3)cc1	-3
CC1(C)CN(C2CCCCC2)C(=O)[C@H]1CC(=O)Nc1ccccc1	-3
COc1ccc(NC(=O)c2cc(-c3cc(F)ccc3OC)n[nH]2)cn1	3
CCOc1ccccc1NC(=O)C1CCCN(S(=O)(=O)c2ccc3c(c2)CCCN3C(C)=O)C1 (stereo unspecified)	-10
CC(=O)NCCNc1nc2cc(-c3ccc(C)cc3)sc2c(=O)n1C	6
COC(=O)C[C@H]1C=C[C@H](NC(=O)c2cccc(F)c2)[C@@H](CO)O1	-6
COc1ccc([C@H]2C[C@H](O)[C@@H](n3cc(-c4ccc(F)cc4)nn3)CN2CC2CCCCC2)cc1	3
COc1ccc(S(=O)(=O)N(C)C[C@H]2Oc3cc(Br)ccc3S(=O)(=O)N([C@H](C)CO)C[C@H]2C)cc1	14
COc1ccc(-c2cnc3c(NC(C)=O)cc(-c4cccc(C(=O)NCCN(C)C)c4)cn23)cc1OC	2
(list continues)
SMILES	EBI2 block
COc1ccc(NC(=O)c2cc(C3CCCCN3S(=O)(=O)c3ccc(C#N)cc3)on2)c(C)c1 (stereo unspecified)	-1
O=C(NCc1ccc(C(F)(F)F)cc1)c1cccc2c(-c3ccc(F)c(F)c3)coc12	5
COc1cccc(-c2oc3c(c2C(=O)OCCN2CCCCC2)C(O)CCC3)c1 (stereo unspecified)	-4
CC1(C(=O)NCC2CCCCC2)CCN1CCc1ccccc1 (stereo unspecified)	5
CC(OC(=O)[C@@H](NS(=O)(=O)c1ccccc1)C(C)C)C(=O)c1c(N)n(C)c(=O)n(C)c1=O (stereo partly specified)	-14
Cn1nc(C(C)(C)C)cc1C(=O)N1CCCCC1c1cc(C(=O)Nc2ccc3c(c2)OCO3)no1 (stereo unspecified)	-3
Cc1[nH]c2ccccc2c1C(=O)C(=O)NCc1nnnn1-c1cccc(F)c1	3
Cc1cc(C)n2c(Nc3ccc4c(c3)OCCO4)c(-c3ccccn3)nc2n1	-4
CSCCC(C(=O)Nc1c(C)cccc1C)n1c(COc2ccc(C)cc2)nc2ccccc21 (stereo unspecified)	11
COc1cccc(C#Cc2ccc3c(c2)O[C@H](CN(C)S(=O)(=O)c2ccccc2F)[C@H](C)CN([C@H](C)CO)S3(=O)=O)c1	16
Cn1c(Nc2ccc(Cl)cc2F)nc2cc(-c3ccccc3)sc2c1=O	5
COC[C@H]1CCCN1c1ccc2c(c1)O[C@H](COCc1ccccc1)CN([C@@H](C)c1ccccc1)S2(=O)=O	15
Cc1ccc(S(=O)(=O)N2C[C@H]3n4c(=O)ccc(=O)n4C[C@H](OC(=O)NCc4ccccc4F)[C@@]3(O)C2)cc1	-5
CC(=O)c1ccc(NC(=O)CN2CCC(NC(=O)c3ccccc3C)CC2)cc1	-14
Cc1ccccc1S(=O)(=O)NC(=O)C1(C)CCN1C(=O)CCc1cccs1 (stereo unspecified)	-5
C=CCOC(=O)Nc1nc(CCNC(=O)OCc2ccccc2)c(C(=O)OC)s1	7
O=C1NC[C@H](Cc2ccccc2)N(C[C@@H]2CCCN2C[C@H](Cc2ccc(O)cc2)N2C[C@H](Cc3ccc(O)cc3)N(CCc3ccccc3)C(=O)C2=O)C1=O	-7
Cc1cccc(C)c1NC(=O)C1(C)CCC(=O)N1CCOc1ccccc1 (stereo unspecified)	4
CCCNC(=O)c1cc2c(c(-c3cccc(-c4cc5ccccc5o4)c3)n1)[C@@H](CCO)N(C(=O)NC(C)C)C2	20
CC(C)C(=O)N1CCC1(C)C(=O)NCc1ccc(C(C)(C)C)cc1 (stereo unspecified)	-1
CSc1ccc(CN2CCC2(C)C(=O)NC2CCN(Cc3ccccc3)CC2)cc1 (stereo unspecified)	0
CC(=O)C1=CCC(c2ccc(C)cc2)N(S(=O)(=O)c2ccc(C)cc2)C1 (stereo unspecified)	4
COc1ccc(-c2cc3nc(C)cc(N4CCN(C(=O)c5ccco5)CC4)n3n2)cc1	20
CC(C)C[C@@H](CN)NC(=O)c1nc[nH]c1C(=O)N[C@@H](CC(C)C)C(=O)CNC[C@H](C)NC(=O)c1nc[nH]c1C(=O)N[C@@H](CC(C)C)C(=O)O	-13
O=C(c1ccco1)N1CCN(C2CN(Cc3ccccc3)S(=O)(=O)C2)CC1 (stereo unspecified)	-9
Following part.
SMILES	EBI2 block
Cc1cccc(C)c1-n1nnnc1C1(C)CCC(=O)N1Cc1ccc(F)cc1 (stereo unspecified)	-3
Cc1cc(C)c2cc(C#N)c(N3CCNCC3)nc2c1	-6
COc1ccc(Cc2c(-c3cccc(Br)c3)nc3cc(C)c(Br)c(C)n23)c(C)c1	3
CC(CC(=O)Nc1ccc2c(c1)c(=O)n(C)n2Cc1cccc(C(F)(F)F)c1)C(F)(F)F (stereo unspecified)	1
C[C@H]1CN([C@@H](C)CO)C(=O)CCCn2nncc2CO[C@H]1CN(C)S(=O)(=O)c1cccc(F)c1	-6
COc1ccc(F)cc1-c1cc(C(=O)N2CCc3ccccc3C2)[nH]n1	4

Exported as a markdown table: entries from further up.
| Compound | EBI2 block |
| --- | --- |
| CC(=O)NC(c1ccccc1)c1nc(-c2ccccc2C)cs1 (stereo unspecified) | 10 |
| C[C@@H]1CN([C@H](C)CO)C(=O)CCCn2nncc2CO[C@H]1CN(C)Cc1cccc(C(F)(F)F)c1 | -4 |
| COc1ccc(NC(=O)c2cc(-c3cc(F)ccc3OC)n[nH]2)cn1 | 3 |
| C[C@H]1CN([C@@H](C)CO)C(=O)CCCn2nncc2CO[C@H]1CN(C)S(=O)(=O)c1cccc(F)c1 | -6 |
| Cc1cccc(C)c1-n1nnnc1C1(C)CCC(=O)N1Cc1ccc(F)cc1 (stereo unspecified) | -3 |

Random excerpt: six compounds from above
SMILES	EBI2 block
COc1ccc(Cc2c(-c3cccc(Br)c3)nc3cc(C)c(Br)c(C)n23)c(C)c1	3
COc1ccc(F)cc1-c1cc(C(=O)N2CCc3ccccc3C2)[nH]n1	4
Cc1cc(C)c2cc(C#N)c(N3CCNCC3)nc2c1	-6
Cc1cccc(C)c1-n1nnnc1C1(C)CCC(=O)N1Cc1ccc(F)cc1 (stereo unspecified)	-3
CC(CC(=O)Nc1ccc2c(c1)c(=O)n(C)n2Cc1cccc(C(F)(F)F)c1)C(F)(F)F (stereo unspecified)	1
C[C@H]1CN([C@@H](C)CO)C(=O)CCCn2nncc2CO[C@H]1CN(C)S(=O)(=O)c1cccc(F)c1	-6
